# BLM inh: inhibitors of human Bloom syndrome helicase BLM | P54132 | recombinant BLM DNA unwinding, fluorescence dequenching | Potency, µM (series often up to 56.1 µM), inactives show at the highest dose activity change, negative = inhibition, usual class: inhibitors | hit rate 0.2% among 350,000 | AID 2528;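 further: plate controls were vehicle for no effect and no enzyme for full effect; nearly all actives have a fitted effect of over 35% in size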
# HP1b chromo inh: HP1-beta chromodomain-methylated histone interaction inhibition | P83916 | Potency, µM (doses to about 114 µM), for the others: at the top dose activity change, negative = inhibition, actives largely listed as inhibitors | AlphaScreen HP1-beta / biotin-H3K9me3 peptide binding | hit rate 0.56% among 390,000; further: nearly all actives have a fitted effect of over 70% in size; inactives centre near 23
# Target sequence (P83916 whole entry, looked up): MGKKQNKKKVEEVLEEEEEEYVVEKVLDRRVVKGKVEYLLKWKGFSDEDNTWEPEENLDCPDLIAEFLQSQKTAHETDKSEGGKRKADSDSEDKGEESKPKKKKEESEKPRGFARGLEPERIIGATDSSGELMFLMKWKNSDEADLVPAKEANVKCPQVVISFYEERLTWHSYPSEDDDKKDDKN
#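 HP1-beta protein (50 nM final) preincubated 30 min at room temperature with biotinylated H3(1-18)K9me3 peptide (50 nM) in PBS pH 7.4, 0.01% Tween-20, then compound added for 30 min. AlphaScreen streptavidin donor/nickel chelate acceptor beads (10 ug/mL final), 30 min dark, luminescence read.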
# PGK inhibitor: blocks T. brucei phosphoglycerate kinase; P07378; PGK/GAPDH coupled, Kinase-Glo luminescence, 60 min; Potency, µM (doses to about 57.5 µM), without a hit: at the top dose activity change, negative = inhibition, most hits filed as inhibitors; hit rate 0.043% among 380,000; AID 602233; further: on the % scale 0 is the no-effect control and ±100 the full control effect; nearly all actives have a fitted effect of over 60% in size
#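 Recombinant glycosomal PGK reaction used 1,3-bisphosphoglycerate generated in-well by GAPDH (100nM final) in 100mM TEA pH 7.6, 5mM MgCl2, 0.01% Tween-20. After 60 minutes at room temperature, ATP was read by Kinase-Glo Plus luminescence end-point.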
# Pol iota inh: DNA polymerase iota (human) inhibition | Q9UNA4 | Pol iota fluorescent replication assay, 10 min | Potency, µM (series often up to 115 µM), without a hit: at the highest dose activity, negative = inhibition, hits mostly inhibitors | hit rate 1% among 390,000
# Target sequence (Q9UNA4 whole entry, looked up): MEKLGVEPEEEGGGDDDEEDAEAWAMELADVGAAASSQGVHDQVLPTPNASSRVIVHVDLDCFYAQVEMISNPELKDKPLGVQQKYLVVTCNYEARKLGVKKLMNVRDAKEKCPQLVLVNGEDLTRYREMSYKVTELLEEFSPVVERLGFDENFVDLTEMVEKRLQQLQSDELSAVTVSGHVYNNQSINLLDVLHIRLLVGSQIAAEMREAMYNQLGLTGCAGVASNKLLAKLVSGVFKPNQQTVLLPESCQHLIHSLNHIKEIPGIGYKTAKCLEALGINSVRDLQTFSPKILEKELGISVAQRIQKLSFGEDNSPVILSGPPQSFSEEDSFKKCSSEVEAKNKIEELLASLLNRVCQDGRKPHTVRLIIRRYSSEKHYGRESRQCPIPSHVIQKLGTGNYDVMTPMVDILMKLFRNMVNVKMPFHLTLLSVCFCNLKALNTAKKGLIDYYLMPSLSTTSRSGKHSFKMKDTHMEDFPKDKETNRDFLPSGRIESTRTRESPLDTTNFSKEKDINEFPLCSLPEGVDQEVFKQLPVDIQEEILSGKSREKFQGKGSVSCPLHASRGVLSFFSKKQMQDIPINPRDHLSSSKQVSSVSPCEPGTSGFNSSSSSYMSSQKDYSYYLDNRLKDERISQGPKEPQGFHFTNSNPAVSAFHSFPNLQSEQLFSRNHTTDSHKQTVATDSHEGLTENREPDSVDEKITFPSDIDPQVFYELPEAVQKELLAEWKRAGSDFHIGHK
#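 Pol iota at 10 nM preincubated 15 min with compounds at room temperature; reaction started with fluorescent substrate, 50 nM final. Fluorescence read kinetically at 0 and 10 min; buffer-only wells as negative control.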
# Pin1 inh: blocks the human prolyl isomerase Pin1; Potency, µM (series often up to 115 µM), for the others: top-dose activity, negative = inhibition, most hits filed as inhibitors; Q13526; Pin1 FP peptide displacement, HiFluor488, 10 min; hit rate 0.009% among 390,000; active means well fitted inhibition curve with a large enough effect in the polarisation, with a control signal flat, not every such curve was filed as active; inconclusive means small, poorly fitted or top-dose-only effect, or effect the other way, or a change in a side signal; inactive means no such curve, though single readings can be large or run the other way; the % refers to the polarisation; further: on the % scale 0 is the no-effect control and ±100 the full control effect
# Target sequence (Q13526 whole entry, looked up): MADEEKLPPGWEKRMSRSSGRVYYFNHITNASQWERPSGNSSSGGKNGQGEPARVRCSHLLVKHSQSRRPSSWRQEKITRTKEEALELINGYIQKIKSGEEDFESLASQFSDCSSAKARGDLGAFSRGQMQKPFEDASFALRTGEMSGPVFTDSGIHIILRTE
# G9a block: blocks human histone lysine methyltransferase G9a. Potency, µM (series often up to 102 µM), inactives show at the top dose activity, negative = inhibition, actives largely listed as inhibitors. G9a H3K9 monomethylation, AlphaScreen, 2 h. hit rate 8.8% among 350,000; further: on the % scale 0 is the no-effect control and ±100 the full control effect; nearly all actives have a fitted effect of over 75% in size
#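 Signal arises when biotinylated H3K9 peptide, once monomethylated, bridges streptavidin donor and antibody-captured acceptor beads. Enzyme at 20 nM was preincubated 15 min with test compounds; peptide 500 nM and SAM 20 uM then reacted for 2 h.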
# BAZ2B inh: inhibitors of human BAZ2B bromodomain | Q9UIF8 | AlphaScreen BAZ2B-H3K14Ac peptide displacement | Potency, µM (doses to about 114 µM), inactives show at the top dose activity change, negative = inhibition, hits mostly inhibitors | hit rate 4.4% among 360,000 | AID 504333; further: on the % scale 0 is the no-effect control and ±100 the full control effect; nearly all actives have a fitted effect of over 60% in size
#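 Multi-concentration screen (max 110 uM) measuring displacement of acetylated histone H3 peptide from BAZ2B by AlphaScreen, using 50 nM protein, 50 nM peptide and 10 ug/mL streptavidin donor plus Ni-chelate acceptor beads.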
# GLS inhibitor: inhibitors of human glutaminase (GLS); O94925; GLS enzymatic activity, qHTS titration; Potency, µM (series often up to 45.5 µM), without a hit: at the highest dose activity change, negative = inhibition, hits mostly inhibitors; hit rate 0.21% among 410,000; AID 624170; further: on the % scale 0 is the no-effect control and ±100 the full control effect
#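 hKGA in 45 mM KH2PO4 pH 8.2, 0.02% Tween-20 with pin-transferred compounds; 1 mM L-glutamine (stock) plus glutamate oxidase/HRP/Amplex Red coupling added. Fluorescence read initially and after 30 min at RT.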
# JMJD2A Tudor: JMJD2A Tudor domain (human) inhibition; O75164; AlphaScreen JMJD2A-Tudor / H3K4me3 peptide binding; Potency, µM (series often up to 114 µM), for the others: at the top dose activity change, negative = inhibition, most hits filed as inhibitors; hit rate 4.4% among 390,000; AID 504339; further: on the % scale 0 is the no-effect control and ±100 the full control effect; nearly all actives have a fitted effect of over 50% in size
# An asterisk follows results filed as active; i = inactive; ? = inconclusive; nt = no result given; [ ] = remark or other dose. Unless noted, the call rests on the fitted dose curve; in most records, active means well fitted curve in the direction sought with a large enough effect; inconclusive means small, poorly fitted or top-dose-only effect, or another doubt; inactive means no such curve, though single readings can be large; an effect the other way counts as inactive or inconclusive. Potency means the concentration at half of the fitted maximal effect.
Pin1 inh,JMJD2A Tudor,BLM inh,GLS inhibitor,PGK inhibitor,BAZ2B inh,G9a block,HP1b chromo inh,Pol iota inh,molecule
2%,5%,-1%,-2%,-3%,-5%,-5%,51%[activator],-15%,COc1cccc(C(C(=O)NCc2ccco2)N(C(=O)Cn2nnc3ccccc32)C2CC2)c1OC (centres undefined)
-2%,4%,-2%,15%,-2%,7%,-49%[12.7 µM],24%,5%,Oc1cc2ccccc2cc1-c1nnc2n1-c1ccccc1SC2
-2%,-19%,nt,-6%,i,nt,nt,55%[activator],8%,O=C(COc1ccc(Br)cc1)OCC(=O)N1CCOCC1
2%,?,0%,-21%,i,5%,50µM*,-8%,30%,CCOC(=O)N1CCN(C(=O)CSc2nnc(-c3cccc(OC)c3)o2)CC1
-1%,?,-3%,-9%,-1%,?,?,-27%,7%,Cc1cc(C)cc(N=c2c([N+](=O)[O-])nn(-c3ccc(Cl)cc3)n2O)c1
40%[activator],-1%,0%,-14%,i,3%,-46%[59 µM],45%[activator],22%,CC(=O)Nc1ccc(NC(=O)CCCn2nc(C)c3sc4ccccc4c3c2=O)cc1
3%,16%,1%,-7%,-7%,61%[activator],-66%[2.33 µM],24%,?,CCOc1ccc(S(=O)(=O)Nc2cccc(N(C)S(C)(=O)=O)c2)cc1
-1%,-16%,nt,10%,2%,-18%,-15%[12.7 µM],?,-3%,CSCCC(NC(=O)c1ccccc1)C(=O)Nc1ccncc1 (centres undefined)
38%[activator],-13%,0%,2%,3%,3%,nt,26%,-1%,CC(C)c1nc2oc3ccccc3c(=O)c2c(=O)n1-c1ccccc1
11%,-24%,-1%,0%,-5%,1%,-6%[59 µM],14%,13%,O=C(Nc1ccc(Br)cc1)c1cnccn1
2%,-15%,-1%,7%,0%,?,-21%,19%,35%,Cn1ccnc1SCC(=O)Nc1ccc(Cl)cn1
8%,-19%,-9%,-2%,-10%,-10%,-11%[12.7 µM],12%,75%[activator],COc1ccc(N2CCN(Cc3nc4cc(Cl)ccc4c(=O)[nH]3)CC2)cc1
-2%,-24%,2%,2%,-2%,-11%,28%[59 µM],43%[activator],7%,Cc1cc(N2CCN(c3ccccc3)CC2)n2cnnc2n1
7%,-6%,-1%,-11%,i,6%[57.1 µM],-6%[59 µM],20%,4%,COc1ccccc1CNC(=O)c1nnn(CC(=O)Nc2c(C)cccc2C)c1N
-4%,28µM*,-6%,17%,12%,20µM*,8.9µM*,-18%[57 µM],18%,COc1ccc(N2CCN(C(CNC(=O)c3ccc(C)cc3)c3ccc4c(c3)OCO4)CC2)cc1 (centres undefined)
2%,-25%,-11%,5%,-4%,-6%,?,18%,-8%,CCOc1ccc(Br)cc1CNCCN1CCOCC1
-2%,4%,-3%,nt,-3%,-2%,?,25%,28%,CCOC(=O)c1c(NC(C)=O)sc2c(O)cccc12
13%,-7%,-2%,-11%,nt,-1%,12%,35%,?,O=C(Nn1cnc2ccccc2c1=O)c1c(F)cccc1F
-3%,-5%,-1%,5%,-2%,4%,16µM*,17%,82%[activator],CC(=O)Nc1nc(CC(C)C)cc(-c2ccco2)c1C#N
4%,-21%,-1%,33%,1%,-35%,10%[59 µM],-3%,4%,O=C(N/N=C\c1ccc(O)c([N+](=O)[O-])c1)c1ccccc1-n1cccc1
6%,-12%,-12%,nt,2%,6%,4%[59 µM],33%,?,COCCn1c(C)cc(C(=O)CSc2nnc(-c3cccnc3)n2-c2ccccc2F)c1C
-3%,-18%,-2%,-4%,-4%,?,nt,26%,-9%,O=C(c1ccccc1Cl)N1CCN(Cc2ccc3c(c2)OCO3)CC1
-11%,-17%,5%,?,-7%,12%[0.457 µM],nt,27%,110%[activator],O=C(c1ccc(NC(=O)C(c2ccccc2)c2ccccc2)cc1)c1ccc(C(=O)O)c(C(=O)O)c1
1%,11%,1%,-4%,-19%,1%,9%,26%,35%[activator],O=C(NCC(c1ccc(F)cc1)N1CCOCC1)c1cc(F)c(F)c(F)c1F (centres undefined)
-3%,-21%,-5%,-4%,-5%,-2%,20%,-18%,-1%,COc1cc(Nc2ncnc(N)n2)cc(OC)c1OC
-3%,-31%,-9%,-3%,-4%,-32%,-38%[59 µM],9%,13%,Cc1ccccc1-c1nc(CN2CCC(C(=O)NCCCN3CCCC3)CC2)c(C)o1
-1%,-10%,-1%,-1%,-10%,9%,-49%,24%,-22%,CCc1nnc(NC(=O)c2ccc(N3C(=O)CCC3=O)cc2)s1
-8%,-5%,0%,?,1%,6%,36%[59 µM],18%,16%,O=C1N2CCSC2=NC1(Nc1nccs1)C(F)(F)F (centres undefined)
-1%,-21%,5%[75.6 µM],0%,-8%,nt,-10%,6%,-6%,O=C1C[C@@H]2CCN3C(=O)CCC[C@@H]([C@H]23)[C@H]1Cc1ccccc1
0%,-29%,-8%,5%,10%,?,20%[59 µM],12%,-9%,O=C(Nc1ccc(-n2cccn2)cc1)C1CCCCN1Cc1cccc2cccnc12 (centres undefined)
-9%,-21%,-4%,18%,15%,-14%,23%[59 µM],8%,8%,O=C(COc1ccc(F)cc1)Nc1ccc(C(=O)OCc2cc(=O)n3nc(C4CC4)sc3n2)cc1
-3%,-7%,-1%,11%,-2%,-1%,40%[0.501 µM],22%,12%,Cc1ccc(CN2C(=O)CCC2C(=O)N2CCN(c3ccc(F)cc3)CC2)cc1 (centres undefined)
-6%,-3%,-6%,4%,-6%,-2%,-3%,36%,24%,CCOC(=O)c1cc([N+](=O)[O-])sc1N
-1%,-8%,-2%,-2%,i,0%,7%,13%,15%,C[C@@H](NC(=O)OC(C)(C)C)C(=O)NCC1CCC(C(=O)N[C@@H](Cc2ccccc2)C(=O)O)CC1 (some centres undefined)
3%,-11%,-5%,-2%,-3%,?,nt,34%,10%,O=C(Nc1ccc(Cn2ccnc2)cc1)c1cccc(C(F)(F)F)c1
25%,-14%,-1%,6%,2%,3%,-9%[12.7 µM],0%,24%,COc1ccccc1N1CC(O)=C(c2nc3ccccc3c(=O)[nH]2)C1=N
-7%,-2%,0%,-7%,i,-15%,24%,60%[activator],48%[activator],Cc1cc(-c2nnc(SCC(=O)Nc3ccccc3C)n2N)n[nH]1
-8%,-10%,-1%,1%,-3%,-19%,-44%,40%[activator],30%,CCCCOC(=O)Nc1ccc(S(=O)(=O)Nc2onc(C)c2C)cc1
-14%,1%[11.4 µM],-12%,13%,-8%,-10%,44%[12.7 µM],38%,23%,CC(=O)Nc1nc2ccccc2n1Cc1ccc(Cl)cc1
-5%,-13%,220%[activator],-2%,-11%,2%,?,20%,?,CCN(CC)CCNC(=O)c1cc2c(-c3ccc(Cl)cc3)nn(C)c2s1
3%,-4%,4%,7%,6%,4%,2%[12.7 µM],23%,1%,O=C(CN(c1ccc2c(c1)OCCO2)S(=O)(=O)c1ccccc1)NCC1CCCO1 (centres undefined)
1%,-7%,-1%,-1%,-2%,-1%,nt,38%,37%[activator],CNC(=O)N1c2ccccc2C=Cc2ccccc21
-1%,-16%,-4%,23%,-2%,-3%,31%[59 µM],39%[activator],5%,CCCCCOC(=O)C1=C(C)Nc2ncnn2C1c1cccs1 (centres undefined)
-12%,-18%,1%,15%,-8%,-1%,-6%,16%,1%,CN(C)C(=O)c1c(-c2ccccc2)oc2ccc(O)cc12
4%,-33%,-5%,3%,-2%,?,?,-11%,60%[activator],COc1ccc(N2CCN(C(=O)c3ccc4nc(N5CCC(C)CC5)sc4c3)CC2)cc1
-6%,-10%,nt,-3%,-5%,nt,nt,40%[activator],4%,O=C(CN1C(=O)c2ccccc2S1(=O)=O)N1CCN(c2cccc(Cl)c2)CC1
-6%,-13%[11.4 µM],-1%,-9%,-1%,0%,40%[activator][12.7 µM],15%,11%,COC(=O)c1sc2ncn(N)c(=O)c2c1C
0%,40µM*,5%,16%,-1%,35µM*,?,?,-6%,COc1ccc(C2NCCc3c2[nH]c2ccccc32)cc1COc1ccc(F)cc1 (centres undefined)
-2%,-6%,-2%,5%,i,2%,-26%,28%,18%,CCn1ccc(C(=O)Nc2ccc(N(C)C(C)=O)cc2)n1
-7%,-25%,-1%,nt,nt,nt,nt,2%,-5%,CN(C)/[N+]([O-])=N/Oc1cc(O/[N+]([O-])=N/N2CCCC2CO)c([N+](=O)[O-])cc1[N+](=O)[O-] (centres undefined)
3%,5%,-3%,6%,-6%,1%,?,7%,25%,COc1cc(C#N)ccc1OC(=O)Cc1cc(OC)c(OC)c(OC)c1
0%,44%[activator],-5%,4%,-3%,23%,70%[activator][59 µM],72%[activator],79%[activator],COc1ccc2c(c1)/C(=N/OC(=O)c1cccs1)CCC2
-2%,-11%,-5%,1%,-2%,0%,24%,10%,109%[activator],Cc1ccc(N(CC(=O)N2CCc3ccccc3C2)S(C)(=O)=O)cc1
-9%,-19%,-1%,5%,-1%,-2%,3%,-16%,80%[activator],C[C@H](NC(=O)c1ccco1)C(=O)Nc1ccc2c(c1)OCO2
0%,6%,-8%,5%,-2%,-13%,nt,18%,19%,O=C(CSc1ncnc2scc(-c3ccccc3)c12)Nc1ccc(C(=O)O)cc1
0%,1%,-1%,0%,i,6%,-6%,14%,40%[activator],NC(=O)c1ccccc1NC(=O)CCn1c(=S)oc2ccccc21

# Some of the entries above in another layout:
CN(C)C(=O)c1c(-c2ccccc2)oc2ccc(O)cc12
  Pin1 inh: -12%
  JMJD2A Tudor: -18%
  BLM inh: 1%
  GLS inhibitor: 15%
  PGK inhibitor: -8%
  BAZ2B inh: -1%
  G9a block: -6%
  HP1b chromo inh: 16%
  Pol iota inh: 1%
COc1ccc(N2CCN(C(=O)c3ccc4nc(N5CCC(C)CC5)sc4c3)CC2)cc1
  Pin1 inh: 4%
  JMJD2A Tudor: -33%
  BLM inh: -5%
  GLS inhibitor: 3%
  PGK inhibitor: -2%
  BAZ2B inh: ?
  G9a block: ?
  HP1b chromo inh: -11%
  Pol iota inh: 60%[activator]
O=C(CN1C(=O)c2ccccc2S1(=O)=O)N1CCN(c2cccc(Cl)c2)CC1
  Pin1 inh: -6%
  JMJD2A Tudor: -10%
  BLM inh: nt
  GLS inhibitor: -3%
  PGK inhibitor: -5%
  BAZ2B inh: nt
  G9a block: nt
  HP1b chromo inh: 40%[activator]
  Pol iota inh: 4%

# From PubChem BioAssay

# Not all compounds are listed (hit frequency here may not be typical).
